CXCR6 inh: CXCR6 receptor inhibitors, primary screen, cell-based, beta-arrestin, luminescence, CHO-K1 PathHunter, 1536-well; C-X-C chemokine receptor type 6 (Homo sapiens), O00574; inhibition, % at 20 µM; 360,000 compounds, 0.36% hits; AID 602244, 2012; in the data active means inhibition above about 34%, passing the limit was not always enough;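 further: antagonist mode with CXCL16 agonist at 10 nM final; 0% = 10 nM CXCL16 with DMSO and 100% = unstimulated wells without agonist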
Target sequence (O00574 whole entry, looked up): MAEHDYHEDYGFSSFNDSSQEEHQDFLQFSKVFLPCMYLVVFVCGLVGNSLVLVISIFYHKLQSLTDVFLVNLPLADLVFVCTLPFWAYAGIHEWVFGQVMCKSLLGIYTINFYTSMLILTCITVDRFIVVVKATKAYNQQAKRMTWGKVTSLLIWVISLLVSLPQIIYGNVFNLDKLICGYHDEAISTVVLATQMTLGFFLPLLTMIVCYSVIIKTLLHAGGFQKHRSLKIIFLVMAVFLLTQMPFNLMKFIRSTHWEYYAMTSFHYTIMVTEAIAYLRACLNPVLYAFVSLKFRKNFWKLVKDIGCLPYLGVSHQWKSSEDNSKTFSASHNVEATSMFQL
EBI2 antag: EBI2 receptor antagonists, beta-arrestin recruitment, primary screen, cell-based, luminescence, 7a,25-OHC stimulation, uHTS. inhibition, % at 5 µM. G-protein coupled receptor 183 (Homo sapiens), P32249. 360,000 compounds, 0.81% hits. 7a,25-OHC stimulated. AID 651636, 2012; in the data active means inhibition above about 38%;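 further: enzyme fragment complementation signal reports receptor beta-arrestin coupling in cells; 0% = agonist plus DMSO wells and 100% = wells without agonist; some results beyond the cut were filed as inactive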
Target sequence (P32249 whole entry, looked up, the tested form may be a part): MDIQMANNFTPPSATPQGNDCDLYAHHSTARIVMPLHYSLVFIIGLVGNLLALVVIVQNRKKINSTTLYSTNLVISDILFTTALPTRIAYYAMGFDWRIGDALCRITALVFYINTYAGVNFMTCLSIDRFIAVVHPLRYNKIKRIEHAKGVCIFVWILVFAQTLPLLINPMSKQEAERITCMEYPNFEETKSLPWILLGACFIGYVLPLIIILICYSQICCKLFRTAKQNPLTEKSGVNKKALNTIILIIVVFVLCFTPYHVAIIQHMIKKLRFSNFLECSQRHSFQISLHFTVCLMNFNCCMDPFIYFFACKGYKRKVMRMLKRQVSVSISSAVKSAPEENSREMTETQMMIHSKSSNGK
Active calls of the source: *.

Order of results – EBI2 antag, CXCR6 inh
CCNC(=O)C1(C)CCCN(C(=O)c2ccc3sccc3c2)C1 (configuration not stated)
 : -3, 9
O=S1(=O)CC(N2CC=CC2)CN1Cc1cn(Cc2cccc(C(F)(F)F)c2)nn1 (configuration not stated)
 : -8, 0
COc1cccc(C(=O)N2CCC2(C)C(=O)O)c1 (configuration not stated)
 : -4, -1
O=C(Nc1cccc(C(F)(F)F)c1)c1csc(COCCO)n1
 : 3, 6
CC(=O)Nc1cncc(-c2ccc(CN(C)C)cc2)n1
 : -2, -10
CC(=O)Nc1ccc(C(=O)N2CCCC(c3cc(C(=O)NCc4cccnc4)no3)C2)cc1 (configuration not stated)
 : 0, -2
CC(C)Oc1cc(F)ccc1-c1cc(C(=O)Nc2ccccc2)[nH]n1
 : 25, -1
CCNC(=O)C1CCCN(C(=O)c2ccc(N(C)C)cc2)CC1 (configuration not stated)
 : 0, -9
COc1ccc(Cc2c(-c3ccc(Cl)cc3)nc3cc(C)c(Br)c(C)n23)c(C)c1
 : 8, -2
CC(=O)Nc1ccc(NC(=O)c2ccccc2Br)cc1
 : -8, 2
Cc1cc(C(O)c2ncc(-c3cccc(F)c3)[nH]2)ccc1F (configuration not stated)
 : -1, -2
CCOc1ccc(S(=O)(=O)N2CCOCC2)cc1NC(=O)CCN1C(=O)NC2(CCCC2)C1=O
 : 1, 1
Cc1cc(NC(=O)c2ccc3sc([C@@H]4O[C@H](CO)[C@H](O)[C@H](O)[C@H]4O)nc3c2)no1
 : -8, 0
Cc1ccc(S(=O)(=O)N2CCN(C(=O)c3ccc(-n4cncn4)c([N+](=O)[O-])c3)CC2)c(C)c1
 : 64*, -17
O=C(Oc1ccc[nH]c1=O)c1ccc(F)cc1
 : 9, 5
COc1ccc(Cl)cc1Cn1c(C)c(C(=O)NCc2ccc3c(c2)OCCO3)sc1=O
 : 10, 14
CC1(C(=O)NS(=O)(=O)c2ccccc2)CCN1C(=O)C1CCCCC1 (configuration not stated)
 : -9, -4
O=C(NCC(F)(F)F)c1ccc2sc([C@H]3C[C@H](O)[C@@H](CO)O3)nc2c1
 : -6, 1
Cc1ccc(Cc2c(-c3ccc(Br)cc3)nc3cc(C)ccn23)cc1
 : 28, 29
Cc1noc(C)c1-c1ccc(C(=O)NCC2CC2)c2occc12
 : -35, 4
Cc1ccc(S(=O)(=O)N2C[C@H]3[C@H]4C(=O)N(C5CCCCC5)C(=O)[C@H]4CC(=O)[C@H]3[C@@H]2c2ccccc2F)cc1
 : 2, 3
O=C(Nc1cccn2nc(COCCO)nc12)C(c1ccccc1)c1ccccc1
 : 0, -2
CC(C)N1CCC1(C)C(=O)Nc1cccc(C#N)c1 (configuration not stated)
 : -2, -1
COc1ccc(NC(=O)N(C)C[C@@H]2Oc3ncc(Br)cc3C(=O)N([C@@H](C)CO)C[C@@H]2C)cc1
 : -6, 11
CN1CCn2cnc(C(=O)N[C@@H](Cc3ccccc3)C(=O)OC(C)(C)C)c2C1=O
 : 4, -7
Cc1cccc(C)c1-n1nnnc1C1(C)CCC(=O)N1CCOc1ccccc1 (configuration not stated)
 : -1, -8
COc1ccc(C2NC(=O)NC(C)=C2C(=O)OC2CCCCC2)cc1 (configuration not stated)
 : -4, 2
Cc1noc(C)c1S(=O)(=O)NC(=O)C1(C)CCN1C(=O)Cc1ccc(Cl)cc1Cl (configuration not stated)
 : -4, 3
COc1cc2c(cc1[N+](=O)[O-])-c1ccc([N+](=O)[O-])cc1C2=NNC(N)=S
 : -11, 25
CC(C)C[C@@H]1COc2cc(N3CCSCC3)ccc2S(=O)(=O)N1
 : -5, -5
Cc1ccccc1S(=O)(=O)N(C)C[C@H]1OCc2cn(nn2)CCCC(=O)N([C@H](C)CO)C[C@@H]1C
 : -9, -3
CC(=O)Nc1cccc(-c2csc(C(O)c3ccc(F)cc3)n2)c1 (configuration not stated)
 : -5, 0
Cc1cc(C)c(NC(=O)C2CCN(S(C)(=O)=O)CC2)c(C)c1
 : -1, 0
CC(=O)C1=CCC(c2ccccc2)N(S(=O)(=O)c2ccc(C)cc2)C1 (configuration not stated)
 : 3, -8
O=C1NC[C@@H](CCCCN2C[C@H](Cc3ccc(O)cc3)N(CCc3ccc(O)cc3)C(=O)C2=O)N(CCc2ccc(O)cc2)C1=O
 : -10, -3
CCN(CC)CCOc1ccc(-c2c(C)c3c(ccc4ccccc43)oc2=O)cc1
 : 0, -6
O=C(/C=C/[C@H]1O[C@@H](n2ccc(=O)[nH]c2=O)[C@H](O)[C@@H]1O)NCCc1cccs1
 : 0, -7
Cc1cc(F)ccc1-c1cc(C(=O)NCc2ccccc2)[nH]n1
 : 22, -2
O=C(Nc1ccc2c(c1)OCCO2)C1c2ccccc2OCC(=O)N1Cc1ccc2c(c1)OCO2 (configuration not stated)
 : 1, -9
COc1ccccc1-c1cc(NC=O)c2ncc(-c3ccc(S(C)(=O)=O)cc3)n2c1
 : 20, 2
CCc1ccc(C=C2SC(=S)N(CCCC(=O)Nc3ccc(C(=O)O)cc3)C2=O)cc1
 : -3, 6
COc1ccc(NC(=O)CSc2nnc3n2CCCCC3)cc1S(=O)(=O)N(C)C
 : -4, -2
O=C(NC1CCCCC1)C(c1ccnc2ccccc12)N1CCc2ccccc2C1 (configuration not stated)
 : -13, 1
CC1=C(C(=O)N2CCCCCC2)CC(CC(=O)NCc2cccs2)C(=O)N1CCC1=CCCCC1 (configuration not stated)
 : 13, -1
Nc1nc(CSc2nnnn2-c2ccccc2)nc(Nc2ccccc2)n1
 : 6, -8
CC1(C(=O)NS(=O)(=O)c2ccccc2)CCN1C(=O)Cc1ccccc1 (configuration not stated)
 : 6, -5
c1ccc(CNc2nc(NCCc3ccncc3)c3sccc3n2)cc1
 : 2, 4
CC(C)N1CC2(CC(c3ccccc3C(F)(F)F)=NO2)CN1C(=O)c1ccc(C(C)(C)C)cc1 (configuration not stated)
 : -16, 2
CSc1ccc(Cn2c(C)c(C(=O)NCc3ccco3)sc2=O)cc1
 : 6, 0
COc1ccc(NS(=O)CCCc2ccccc2)cc1 (configuration not stated)
 : -10, 5

Continuation.
Order of results – EBI2 antag, CXCR6 inh
COC(=O)[C@@]1(C(C)C)N=C(c2cc(OC)c(OC)c(OC)c2)[C@]2(O1)C(=O)N(C)c1ccc(Br)cc12
 : 3, 2
CCNC(=O)c1cc2c(c(-c3cccc(-c4cncnc4)c3)n1)[C@@H](CCO)N(C(C)=O)C2
 : 6, -4
COc1cccc(Nc2nc(C(N)CO)cs2)n1 (configuration not stated)
 : -5, -11
CCCCC(=O)N(C)c1c(C)nc2ccc(C(=O)N3CCN(c4ccccc4)CC3)cn12
 : -3, -6
Cc1ccc2c(CN3CCN(c4ccccc4)CC3)cc(=O)oc2c1
 : 1, 4
CCCCc1ccc(S(=O)(=O)NC(=O)C2(C)CCN2C(=O)c2cccc(F)c2)cc1 (configuration not stated)
 : -12, 2
COC(=O)[C@]12CCCCC=C1N(Cc1ccco1)C(=O)[C@H](CC(=O)NCC13CC4CC(CC(C4)C1)C3)C2
 : 4, 14
CC1(C(=O)NS(C)(=O)=O)CCN1C(=O)Cc1ccc(-c2ccccc2)cc1 (configuration not stated)
 : -10, 0
OC(c1ccc(F)c(F)c1)c1nc(-c2cccs2)cs1 (configuration not stated)
 : -10, -11
O=C(Nc1ccc2c(c1)[C@H]1C[C@@H](CC(=O)N3CCOCC3)O[C@@H](CO)[C@H]1O2)C1CCOCC1
 : -10, 1
O=C(Nc1ccccc1)c1cc(C2CCCCN2S(=O)(=O)Cc2cccc(C(F)(F)F)c2)on1 (configuration not stated)
 : 21, 9
Nc1nc2c(ncn2[C@@H]2O[C@H](CNCC3=Cc4cc(O)ccc4OC3)[C@@H](O)[C@H]2O)c(=O)[nH]1
 : -2, -3
CC1=C(C(=O)N(C)C)CC(CC(=O)NC2CCCCC2)C(=O)N1Cc1ccc(F)cc1 (configuration not stated)
 : -2, -2
CC(C)C[C@H]1CNC(=O)C(=O)N1CC1CCN(CCC(C)c2ccccc2)CC1 (some centres not stated)
 : -5, -6
COc1ccc(NC(=O)C2(C)CCN2C2Cc3ccccc3C2)cc1OC (configuration not stated)
 : 13, -2
Cc1ccc(N(CC(=O)N2CCCCCC2)S(C)(=O)=O)cc1
 : -5, 2
O=C1OC(c2ccccc2)=CC1=Cc1ccccc1O
 : -9, 9
CSc1ccc(-c2ccc3c(c2)c(Sc2ccccc2)c(-c2ccccc2)n3C)cc1
 : 2, -3
Cc1cccc(CN2CCN(C3CN(Cc4cn(Cc5ccccc5)nn4)S(=O)(=O)C3)CC2)c1 (configuration not stated)
 : -6, -1
CO[C@@H]1[C@@H](OC(N)=O)[C@@H](O)[C@H](Oc2ccc3c(O)c(NC(=O)c4ccc(O)c(CC=C(C)C)c4)c(=O)oc3c2C)OC1(C)C
 : -2, 7
CS(=O)(=O)c1ccc(Nc2nc(C(N)c3ccccc3Cl)cs2)cc1 (configuration not stated)
 : -1, 8
CC(C)NC(=O)Nc1ccc2c(c1)C(=O)N([C@@H](C)CO)C[C@H](C)[C@H](CN(C)S(=O)(=O)c1ccccc1)OCCCC[C@H](C)O2
 : 5, -7
C[C@H](CO)N1C[C@H](C)[C@@H](CN(C)C(=O)Nc2ccccc2)Oc2ncc(C#CC3CCCCC3)cc2C1=O
 : -5, 0
CC(=O)Nc1cccc(C(=O)NN2C(=O)NC3(CCC(C)CC3)C2=O)c1 (configuration not stated)
 : 6, -2
CCCn1c(=O)c(C(=O)Nc2ccccc2N)c(O)c2ccccc21
 : -19, -2
CCCCn1nnnc1C(c1ccccc1)N1CCN(CC)CC1 (configuration not stated)
 : -2, -4
C[C@H]1CN([C@@H](C)CO)S(=O)(=O)c2ccc(Br)cc2O[C@@H]1CN(C)C(=O)Cc1ccccc1
 : 0, -2
COc1ccc(CNc2nn3c(-c4cccc(C(=O)N(C)C)c4)cnc3s2)cc1
 : -7, 0
CC(=O)Nc1ccc(Cl)cc1C(=O)c1ccc[nH]1
 : -14, 0
O=C(Cn1cc(C(=O)C(=O)N2CCOCC2)c2ccccc21)Nc1cccc(C(F)(F)F)c1
 : 27, -5
COc1cc(C(O)c2nc(-c3cccs3)cs2)ccc1F (configuration not stated)
 : -2, 0
CCOC(=O)C1(C(=O)OCC)C(C)CC(=O)N1c1ccccc1OC (configuration not stated)
 : -17, -2
C[C@H]1CN(c2ccc(Br)cc2)C(=O)[C@@H]1CC(=O)Nc1ccccc1
 : 8, 4
O=C(NCC1CCCO1)c1[nH]c(C(F)(F)F)nc1-c1ccccc1 (configuration not stated)
 : -3, 1
O=S1(=O)N[C@@H](Cc2ccccc2)COc2cc(N3CCC[C@H]3CO)ccc21
 : -14, -9
CC1(C(=O)NS(=O)(=O)c2ccc(F)cc2F)CCN1C(=O)Cc1cccc2ccccc12 (configuration not stated)
 : 4, 0
CCCCN1C(=O)C(CC(=O)NCCN2CCOCC2)CC(C(=O)N2CCOCC2)=C1C (configuration not stated)
 : -3, -2
CC(=O)OC[C@@H]1CN(Cc2ccccc2)C[C@H](n2cnc3c(NC4CCC4)ncnc32)O1
 : 16, 8
Cc1ccc(S(=O)(=O)N2C[C@H]3N(C(=O)OC(C)C)N(C(=O)OC(C)C)C[C@H](OC(=O)Nc4cccs4)[C@@]3(O)C2)cc1
 : 3, -6
CCCc1c(-c2cccc(Br)c2)ncn1Cc1ccccc1OC
 : 17, 1
Cc1ccc(C(=O)NCC(=O)OCC(=O)N(CC(C)C)c2c(N)n(Cc3ccccc3)c(=O)[nH]c2=O)s1
 : 1, -2
O=C(Nc1ccc(Cl)cc1)c1csc([C@@H]2O[C@H](CO)[C@H](O)[C@H](O)[C@H]2O)n1
 : 3, 22
Cc1cccc(C)c1-n1nnnc1C1c2ccccc2C(=O)N1CCC(C)C (configuration not stated)
 : 1, 7
CCOCCCNC(=O)Cn1cc2c(n1)-c1c(oc(C(=O)N3CCCC3)c1C)CC2
 : 3, 3
Cc1ccc(OCCC(=O)NNC(=O)c2ccncc2)cc1
 : -3, -3
NCc1csc(NC(=O)Nc2cccc(C(F)(F)F)c2)n1
 : 8, -8
FC(F)(F)c1nc2nc(Cl)c(Cl)nc2n1CCCN1CCOCC1
 : -11, -4
CCc1nc2c(OCC3COc4ccccc4O3)cccn2c1N(C)C(=O)c1ccccc1F (configuration not stated)
 : 1, -8

Arranged by SMILES length (rising): 12 of the compounds above.
Order of results – EBI2 antag, CXCR6 inh
Cc1ccc(OCCC(=O)NNC(=O)c2ccncc2)cc1
 : -3, -3
CCCc1c(-c2cccc(Br)c2)ncn1Cc1ccccc1OC
 : 17, 1
FC(F)(F)c1nc2nc(Cl)c(Cl)nc2n1CCCN1CCOCC1
 : -11, -4
O=C(NCC1CCCO1)c1[nH]c(C(F)(F)F)nc1-c1ccccc1 (configuration not stated)
 : -3, 1
Cc1cccc(C)c1-n1nnnc1C1c2ccccc2C(=O)N1CCC(C)C (configuration not stated)
 : 1, 7
CCOCCCNC(=O)Cn1cc2c(n1)-c1c(oc(C(=O)N3CCCC3)c1C)CC2
 : 3, 3
O=S1(=O)N[C@@H](Cc2ccccc2)COc2cc(N3CCC[C@H]3CO)ccc21
 : -14, -9
CC1(C(=O)NS(=O)(=O)c2ccc(F)cc2F)CCN1C(=O)Cc1cccc2ccccc12 (configuration not stated)
 : 4, 0
CC(=O)OC[C@@H]1CN(Cc2ccccc2)C[C@H](n2cnc3c(NC4CCC4)ncnc32)O1
 : 16, 8
O=C(Nc1ccc(Cl)cc1)c1csc([C@@H]2O[C@H](CO)[C@H](O)[C@H](O)[C@H]2O)n1
 : 3, 22
Cc1ccc(C(=O)NCC(=O)OCC(=O)N(CC(C)C)c2c(N)n(Cc3ccccc3)c(=O)[nH]c2=O)s1
 : 1, -2
Cc1ccc(S(=O)(=O)N2C[C@H]3N(C(=O)OC(C)C)N(C(=O)OC(C)C)C[C@H](OC(=O)Nc4cccs4)[C@@]3(O)C2)cc1
 : 3, -6

From PubChem

Not all compounds are listed (hit frequency here may not be typical).
